AI-2 QS modul: modulates the Vibrio harveyi AI-2 quorum sensing system; Vibrio harveyi JMH597 AI-2 luminescence/OD600 ratio, 9 h; active compounds read low; strain lacks LuxN and CqsS sensors; 0 = neutral-control median; activity change, % at 7.5 µM; 300,000 tested, 0.4% active; in the data active = activity change below about -75%, passing the limit was not always enough;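 also: luminescence divided by OD600 gain over 9 h not by final OD600 alone; inactives centre near 13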
HSF1 inh: HSF1 inhibition | NIH3T3-HGL HSE-luciferase, MG132-induced, luminescence 8 h; active compounds read low | activity change, negative = inhibition, % at 7.5 µM (by protocol) | 300,000 tested, 0.77% active;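 active = more than half of replicate wells show activity change below -50%, luminescence cut by over half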;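 also: luciferase reports HSF-1 transcriptional activity via heat shock element; 0% = median of DMSO wells and -100% = zero luminescence signal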
HSF1 activator: increases HSF-1 driven luciferase reporter signal; NIH3T3-HGL HSF-1 luciferase reporter, MG132, 8 h; 100% = twice DMSO control signal; 300,000 tested, 1.7% active; activation, % at 9 µM;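 active = mean replicate activation of at least 50% with a set share of replicates each reaching 50%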;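 also: 0% = median of the neutral control wells and 100% = twice that signal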
KLF5 inh: inhibitors of KLF5 expression; DLD-1 KLF5 promoter-luciferase reporter, luminescence; 290,000 tested, 0.23% active; inhibition, % at 5 µM; AID 1700;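 active = inhibition above a per-plate limit of that plate's mean compound inhibition plus 3 SD, cut at about 60% in these data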;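 also: 0% = DMSO wells and 100% = LY294002 at 200 µM; higher means less KLF5 promoter-driven luciferase light; inactives centre near -14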
HIF activator: HIF pathway transcriptional activation | 300,000 tested, 0.32% active | U2OS HRE-luciferase reporter, luminescence; normalized: DMSO 0%, desferrioxamine 100% | activation, % at 7.5 µM (by protocol);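 active = mean activation of at least 10% of the iron chelator positive control signal, with at least half of replicates also reaching 10%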
IEC-6 cytotox: counter-screen for KLF5 inhibitors: cytotoxicity in IEC-6 cells; IEC-6 cytotoxicity, luminescence viability; inhibition, % at 5 µM; AID 1825; 290,000 tested, 0.78% active; in the data active = inhibition above about 22%;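 also: 0% = plate median of test compound wells and 100% = cytotoxic reference compound wells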
GSK3beta inhib: inhibitors of human GSK3beta kinase; activity score (negative = inhibition), % at 10 µM; GST-GSK3beta kinase, ADP-Glo luminescence, 60 min; active compounds read low; 300,000 tested, 0.038% active;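 active = more than half of replicate wells score below -50%, meaning over 50% inhibition versus plate controls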;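 also: 0% = median DMSO wells and -100% = median GW8510 positive control wells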
Target sequence (P49841 whole entry, looked up): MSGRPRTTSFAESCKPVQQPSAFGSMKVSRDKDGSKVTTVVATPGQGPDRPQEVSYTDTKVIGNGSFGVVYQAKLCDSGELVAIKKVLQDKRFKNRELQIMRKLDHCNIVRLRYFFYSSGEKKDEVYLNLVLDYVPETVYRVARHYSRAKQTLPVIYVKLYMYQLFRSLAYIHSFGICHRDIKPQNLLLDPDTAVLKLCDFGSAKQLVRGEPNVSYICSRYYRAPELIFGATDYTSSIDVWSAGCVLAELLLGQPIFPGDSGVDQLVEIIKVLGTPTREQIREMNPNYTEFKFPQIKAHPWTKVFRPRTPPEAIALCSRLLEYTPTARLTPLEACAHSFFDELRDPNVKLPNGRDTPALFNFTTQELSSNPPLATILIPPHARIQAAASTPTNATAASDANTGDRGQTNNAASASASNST
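test system = GST-tagged human GSK3beta kinase, cell-free | reagent = 25 µM ATP with peptide substrate | dosing = one dose of 10 µM per compound | schedule = 60 min reaction, RT | detection = luminescent ADP-Glo measurement of ADP formed | control set = DMSO neutral wells and GW8510 at 20 µM as positive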
HSP90 refold inh: HSP90 refolding inhibition in rabbit reticulocyte lysate. luciferase refolding luminescence, 3 h. inhibition, % at 5.6 µM. 290,000 tested, 0.91% active;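 active = inhibition above the screen-wide mean plus 3 SD, computed separately per campaign, cut at about 16% in these data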;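 also: 0% = DMSO wells and 100% = 60 µM geldanamycin wells; inhibitors lower the luminescence because luciferase stays unfolded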
GSK3A inh: inhibitors of human GSK-3 alpha kinase; P49840; ADP-Glo luminescence, 60 min; inhibition, % at 10 µM; 320,000 tested, 0.1% active;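 in the data active = inhibition above about 50%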;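 also: GST-tagged GSK-3 alpha with peptide substrate and 25 µM ATP; 0% = DMSO neutral wells and 100% = GW8510 positive control wells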
Target sequence (P49840 whole entry, looked up): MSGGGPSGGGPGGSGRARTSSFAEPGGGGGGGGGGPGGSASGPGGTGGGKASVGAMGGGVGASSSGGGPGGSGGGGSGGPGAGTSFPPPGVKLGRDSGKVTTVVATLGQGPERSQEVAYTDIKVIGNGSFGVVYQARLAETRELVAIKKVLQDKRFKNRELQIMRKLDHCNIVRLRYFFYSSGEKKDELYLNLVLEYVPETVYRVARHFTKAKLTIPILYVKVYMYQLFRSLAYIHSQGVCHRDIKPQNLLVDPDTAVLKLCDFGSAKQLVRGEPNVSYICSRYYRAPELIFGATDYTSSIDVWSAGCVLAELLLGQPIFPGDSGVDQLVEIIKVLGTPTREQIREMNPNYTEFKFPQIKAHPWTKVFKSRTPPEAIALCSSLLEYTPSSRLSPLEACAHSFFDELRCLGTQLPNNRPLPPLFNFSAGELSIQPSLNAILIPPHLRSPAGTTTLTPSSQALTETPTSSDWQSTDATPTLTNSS
aSyn 5UTR inh: 5' untranslated region of α-synuclein, MLPCN primary screen | alpha-synuclein 5'UTR reporter, inhibitor activity | inhibition, % (tested at 7.5 µM) | 300,000 tested, 0.82% active | AID 1813; in the data active = inhibition above about 60%;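 also: H4 neuroglioblastoma cells stably carrying SNCA 5'UTR luciferase fusion; 0% = DMSO wells and 100% = positive control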
* = called active by the depositor; . = not tested or not shown.

SMILES | AI-2 QS modul | HSF1 inh | HSF1 activator | KLF5 inh | HIF activator | IEC-6 cytotox | GSK3beta inhib | HSP90 refold inh | GSK3A inh | aSyn 5UTR inh
COc1cc(S(=O)(=O)N2CCN(c3ccccc3)CC2)ccc1F | 12 | 5 | 27 | -6 | -0.3 | 2 | 1 | 7 | -3 | -1
CCC1CCCCN1CCCNC(=O)c1ccc2c(=O)n(Cc3ccc(OC)cc3)c(=O)[nH]c2c1 (stereo unspecified) | -6 | 4 | 15 | -10 | -0.9 | -1 | 3 | 3 | -1 | -18
Cn1c(SCC(=O)NC(=O)NCc2ccco2)nnc1C(F)(F)F | 15 | -5 | 20 | -28 | 0.6 | 0 | -5 | 1 | -2 | -25
c1ccc(C(c2ccccc2)N2CCN(Cc3nnnn3C3CCCCC3)CC2)cc1 | 13 | 0 | 15 | -19 | -0.8 | -2 | 3 | -4 | -1 | 22
CCCOc1ccc(C(CC(=O)O)NC(=O)Cc2ccccc2)cc1 (stereo unspecified) | 17 | -7 | 0 | -11 | 0.8 | 1 | 0 | -3 | 0 | -9
Cc1cccc(NC(=O)N2CCC(C(=O)c3ccc(F)cc3)CC2)c1 | 21 | 0 | -7 | 10 | -0.9 | 4 | 1 | -3 | 0 | 22
COc1ccccc1/C=C(/CC(=O)NCc1ccccc1)c1nc2ccccc2s1 | 24 | 0 | -14 | -15 | -0.8 | 4 | 0 | 2 | 1 | -9
CC(=O)c1cnc2nc(SCc3cccc(C)c3)nn2c1C | -31 | 1 | 26 | -54 | -13 | -2 | 2 | 0 | 5 | -10
CCOC(=O)C1(CCOC)CCN(Cc2nc(C(C)C)cs2)CC1 | 31 | -4 | 9 | -14 | 0.6 | 4 | 0 | 2 | -1 | -67
CCC(CC)N=C1NS(=O)(=O)c2cc([N+](=O)[O-])ccc21 | 24 | 16 | 11 | -32 | 0.0 | -5 | -3 | -3 | -1 | -7
O=C(COc1ccccc1Br)c1ccc(O)cc1O | 4 | 7 | 16 | -16 | 0.0 | 4 | 0 | -5 | 4 | 2
COc1ccc(OC)c(CNC(=O)CCn2nc(C)c3c(C)n(-c4ccccc4)nc3c2=O)c1 | 19 | -2 | 2 | -18 | -0.6 | 0 | 19 | -2 | 2 | -4
CN(C)CCCN1C(=O)CSC1c1ccccc1 (stereo unspecified) | 18 | -4 | 6 | -11 | -0.3 | 1 | 0 | 4 | -4 | -14
O=C(COc1cccc(Br)c1)N/N=C/C(=O)c1ccccc1 | 0 | -7 | -23 | -12 | 1.1 | 7 | -4 | 5 | 2 | -2
CCN(CC)C(=O)Cn1cc(S(=O)(=O)CC(=O)Nc2cc(OC)ccc2OC)c2ccccc21 | 7 | 0 | -10 | 1 | -0.6 | 1 | -4 | 3 | -1 | 20
O=C(Nc1ccc(N2C(=O)C3C4C=CC(C4)C3C2=O)cc1)Nc1cccnc1 (stereo unspecified) | 1 | -8 | -15 | 17 | -0.1 | 1 | 0 | -2 | 0 | 9
COC(=O)c1cc(=O)n(Cc2ccc(F)cc2)c(=NCc2ccc(F)cc2)s1 | 6 | -4 | 12 | -16 | 0.5 | -4 | -1 | 2 | 0 | 15
Cc1cc(C)nc(NC(=O)Nc2ccc(F)cc2F)n1 | 13 | 8 | 6 | -112 | 2.2 | -9 | 1 | -4 | -2 | -112
COc1ccc(C)cc1NC(=O)CSc1nnc(-c2ccco2)n1Cc1ccco1 | 10 | 1 | 0 | -35 | -0.4 | 3 | 1 | 3 | 2 | -6
COc1ccc(S(=O)(=O)N2CCCOC2CNC(=O)C(=O)NCc2ccccn2)cc1 (stereo unspecified) | 15 | 2 | 6 | -42 | 0.1 | -4 | 2 | 2 | -2 | 6
CCOC(=O)c1c(C)n(C)c2ccc(O)c(CN(C)C)c12 | 7 | 28 | 26 | 0 | 0.2 | 4 | -5 | -3 | . | -12
Cc1ccc(NS(=O)(=O)c2ccc(C(=O)NCc3ccccn3)cc2)cc1 | 22 | 1 | 7 | -42 | -0.4 | -6 | -2 | -4 | 0 | -2
c1ccc(Oc2cccc(OCCn3cncn3)c2)cc1 | -38 | -57* | -69 | -11 | -0.8 | 6 | 1 | 4 | -4 | 44
CCCCNC(=O)CSc1nc2ccccc2n1S(=O)(=O)c1ccc(Br)cc1 | 23 | 0 | 10 | -41 | 0.8 | -4 | -6 | -1 | -4 | -23
O=C(c1c[nH]c(=O)n(-c2ccccc2)c1=O)N1CCc2ccccc21 | 9 | -3 | 9 | -2 | 0.2 | 4 | 1 | 9 | -1 | -18
Cc1cccc(NC(=O)CSc2nnc(CSc3nc(C)cc(C)n3)n2Cc2ccco2)c1 | 15 | 4 | -1 | 0 | -0.1 | 2 | -1 | 1 | 0 | -14
CC1Sc2ccc(S(=O)(=O)CCC(=O)N3CCN(c4ccccc4)CC3)cc2NC1=O (stereo unspecified) | . | 4 | -6 | 6 | -0.2 | 10 | -3 | 0 | -1 | 3
S=C(NCCN1CCOCC1)N/N=C/c1c2ccccc2cc2ccccc12 | . | 8 | -6 | -6 | -0.3 | 5 | . | 4 | -1 | -74
Cc1c(C(c2cccc(O)c2)c2c(C)n(C)n(-c3ccccc3)c2=O)c(=O)n(-c2ccccc2)n1C | 22 | -5 | -10 | -7 | -1.3 | 2 | -1 | -2 | -1 | -1
COc1ccccc1C1CCN(Cc2ccc(C)cc2)CC1 | 13 | -1 | 8 | -24 | 1.9 | -9 | -1 | -3 | -1 | 6

Laid out differently: entries from further up
compound	AI-2 QS modul	HSF1 inh	HSF1 activator	KLF5 inh	HIF activator	IEC-6 cytotox	GSK3beta inhib	HSP90 refold inh	GSK3A inh	aSyn 5UTR inh
COc1ccc(OC)c(CNC(=O)CCn2nc(C)c3c(C)n(-c4ccccc4)nc3c2=O)c1	19	-2	2	-18	-0.6	0	19	-2	2	-4
CC(=O)c1cnc2nc(SCc3cccc(C)c3)nn2c1C	-31	1	26	-54	-13	-2	2	0	5	-10
CCC1CCCCN1CCCNC(=O)c1ccc2c(=O)n(Cc3ccc(OC)cc3)c(=O)[nH]c2c1 (stereo unspecified)	-6	4	15	-10	-0.9	-1	3	3	-1	-18
Cn1c(SCC(=O)NC(=O)NCc2ccco2)nnc1C(F)(F)F	15	-5	20	-28	0.6	0	-5	1	-2	-25
COc1ccc(C)cc1NC(=O)CSc1nnc(-c2ccco2)n1Cc1ccco1	10	1	0	-35	-0.4	3	1	3	2	-6
c1ccc(Oc2cccc(OCCn3cncn3)c2)cc1	-38	-57*	-69	-11	-0.8	6	1	4	-4	44
CCC(CC)N=C1NS(=O)(=O)c2cc([N+](=O)[O-])ccc21	24	16	11	-32	0.0	-5	-3	-3	-1	-7

Remaining list, next part:
SMILES | AI-2 QS modul | HSF1 inh | HSF1 activator | KLF5 inh | HIF activator | IEC-6 cytotox | GSK3beta inhib | HSP90 refold inh | GSK3A inh | aSyn 5UTR inh
C=CC(C)(C)c1cc2cc3ccoc3cc2oc1=O | 30 | 4 | 3 | 0 | -4.1 | -10 | 0 | -1 | 0 | -24
O=C(NCCCN1CCCCC1)c1ccc(CS(=O)c2ccc(Cl)cc2)o1 (stereo unspecified) | 11 | 1 | -5 | -3 | 0.2 | 4 | 1 | -3 | -2 | 33
NC(=S)Cc1nc(-c2ccc(Cl)cc2)cs1 | -30 | 8 | 17 | -33 | -28 | 6 | -1 | -2 | -4 | -104
N/C(=N\OC(=O)CCCc1ccccc1)c1ccccc1 | -3 | 14 | 8 | -51 | 1.9 | 6 | -4 | -4 | 2 | -27
COc1cc(NC(=O)c2cccc(C)c2)c(Cl)cc1[N+](=O)[O-] | 13 | 0 | 3 | 19 | -1.1 | -2 | 1 | -1 | 0 | 27
COc1ccccc1CNCc1cc(OC)c(OC)c(OC)c1 | 16 | -2 | -2 | -7 | 0.0 | -5 | 0 | 6 | -2 | -4
COCCCn1cnc2c(c1=O)c1nc3ccccc3nc1n2-c1ccc(C)cc1 | 0 | 3 | 8 | -6 | -0.3 | 1 | 1 | -2 | 11 | 10
Cc1ccccc1OCC(=O)Nc1ccc(S(=O)(=O)Nc2ccccn2)cc1 | -25 | 4 | 18 | -39 | -0.1 | 0 | 11 | -1 | -3 | 11
COc1ccc(C2CC(=O)Nc3cc(OC)c(OC)cc32)cc1Br (stereo unspecified) | -1 | 4 | 20 | -28 | 0.0 | 3 | -2 | 2 | 0 | 7
Nc1c(-c2ccccn2)cnn1-c1nc(-c2ccc(F)cc2)cs1 | 15 | 9 | 9 | -9 | 2.0 | 2 | -5 | -1 | 0 | -79
COc1ccc(CN(C(=O)/C=C/c2ccccc2Cl)C2CCS(=O)(=O)C2)cc1 (stereo unspecified) | 17 | -12 | -2 | -9 | 0.6 | 0 | -3 | 5 | 3 | -20
O=C(Nc1cc2c3c(c1)CC(=O)N3CCC2)c1ccc(F)cc1 | -1 | 0 | 2 | . | -1.0 | . | 0 | . | 0 | -32
Cc1c[nH]c2cccc(OCC(O)CNC(C)(C)C)c12 (stereo unspecified) | 21 | -9 | 22 | -27 | -0.1 | 7 | 2 | -2 | -3 | 22
CCc1ccc(NC(=O)CC2C(=O)N(c3cccc(OC)c3)C(=O)N2CCOC)cc1 (stereo unspecified) | 22 | -5 | 6 | -15 | -7.0 | 2 | -1 | -5 | 2 | -2
CC(C)N(C(=O)Cn1c(SCC(=O)Nc2nccs2)nc2ccccc21)C(C)C | 12 | -5 | -1 | -44 | -0.2 | -2 | 7 | -1 | -2 | 9
CCn1c(SCC(=O)N(C)C)nc2cc(S(=O)(=O)N3CCOCC3)ccc21 | 10 | -3 | -12 | . | -0.2 | . | 1 | . | -1 | 6
CCN(CC)CCN(C(=O)c1ccc(Br)s1)c1nc2cc3c(cc2s1)OCO3 | -6 | . | . | -3 | . | -6 | -1 | -2 | 0 | -16
O=C(NC1CCCCC1)C(c1ccccc1F)N(C(=O)c1csnn1)C1CCCC1 (stereo unspecified) | 4 | 2 | 25 | -23 | -0.2 | 1 | -2 | 2 | 3 | 14
CSc1nc(N)nc(N(C)C)n1 | 15 | -4 | -8 | -17 | -0.2 | 0 | 1 | 7 | 0 | 8
O=C(Nc1ccc(Cn2cccn2)cc1)c1ccc(COc2ccc(Br)cc2)cc1 | 19 | -6 | 3 | -19 | 1.2 | -1 | 2 | 3 | 1 | 21

Compound profiles, as listed above. Order of screens: AI-2 QS modul, HSF1 inh, HSF1 activator, KLF5 inh, HIF activator, IEC-6 cytotox, GSK3beta inhib, HSP90 refold inh, GSK3A inh, aSyn 5UTR inh
O=C(NC1CCCCC1)C(c1ccccc1F)N(C(=O)c1csnn1)C1CCCC1 (stereo unspecified) is listed with 4, 2, 25, -23, -0.2, 1, -2, 2, 3, 14
O=C(Nc1ccc(Cn2cccn2)cc1)c1ccc(COc2ccc(Br)cc2)cc1 is listed with 19, -6, 3, -19, 1.2, -1, 2, 3, 1, 21
CCN(CC)CCN(C(=O)c1ccc(Br)s1)c1nc2cc3c(cc2s1)OCO3 is listed with -6, ., ., -3, ., -6, -1, -2, 0, -16
